High-throughput results (PubChem BioAssay)
CHO parental Ca: ATP-evoked calcium signal inhibitors, parental CHO, primary screen, counter-screen for OX1R antagonist project, cell-based, fluorescence, Fluo-8 calcium dye; parental CHO-K1, ATP-induced calcium, Fluo-8 fluorescence; inhibition, % at 5.6 µM; 0.63% of 330,000 active;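 active = inhibition above that plate's mean sample inhibition plus 3 SD, cut at about 26% in these data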;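 note: 0% = ATP-challenged DMSO wells and 100% = DMSO wells without ATP; some compounds past the cut are filed as inactive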
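Measured by: calcium-sensitive Fluo-8 fluorescence / Test system: CHO parental line / Controls: ATP-challenged DMSO wells low, unchallenged DMSO wells high / Measure: % inhibition / Compound: single nominal dose of 5.6 µM per compound / Replicates: single well per compound, no replicates / Reagent: ATP as calcium-mobilizing challenge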
TAAR1 antag: human TAAR1 antagonists, primary screen, Fluo-8 calcium fluorescence, CHO RD-HGA16 cells; antagonist; 1.5% of 360,000 active; inhibition, % at 3 µM;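 active = inhibition above a per-plate cutoff, the mean inhibition of test compounds on that plate plus 3 SD, cut at about 49% in these data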;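 note: 0% = DMSO plus EC80 beta-PEA response and 100% = DMSO alone without agonist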
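Test system: CHO RD-HGA16 cells bearing hTAAR1 | Reagent: β-PEA, EC80 | Compound dosing: 3 µM, single point | Schedule: Dye loading 75 min at 37 °C, then 30 min room temperature | Signal: Calcium fluorescence with Fluo-8 | Evaluation: Percent inhibition of PEA-evoked calcium signal, max/basal emission ratio | Control set: DMSO-only wells and EC80 β-PEA-stimulated wells | Repeats: Singlicate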
CHO-K1 Ca antag: nonselective inhibitor or artifact in parental CHO-K1 cells; ATP-induced calcium, Fluo-8 fluorescence; inhibition, % at 3 µM; 0.6% of 360,000 active; AID 602250;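 active = inhibition above a per-plate cutoff, the plate's mean sample inhibition plus 3 SD, cut at about 24% in these data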;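 note: 0% = DMSO plus EC80 ATP and 100% = DMSO alone without ATP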
CHRM1 agonist: human M1 muscarinic receptor agonists, primary screen, Fluo-8 calcium fluorescence, CHO-K1 cells, HTS | activation, % at 3 µM | 0.33% of 360,000 active | CHO-K1 hM1, agonist mode; 0% DMSO, 100% acetylcholine EC100 | Muscarinic acetylcholine receptor M1 (Homo sapiens), P11229;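 active = activation above the run's mean compound activation plus 3 SD, cut at about 16% in these data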;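 note: peak over basal fluorescence ratio within a 140 s kinetic read after compound addition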
M1 PAM parental: nonselective calcium activators in parental CHO-K1 cells, primary screen, counter-screen for M1 PAM project, cell-based, Fluo-8 calcium fluorescence, full deck, 1536-well | activation, % at 3 µM | ATP EC20; 0% at ATP EC20, 100% at ATP max | 0.02% of 360,000 active;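 active = activation above the run cutoff, the mean activation of all test compounds plus 3 SD, cut at about 40% in these data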;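 note: peak over basal fluorescence ratio in a 140 s read after ATP addition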
OXTR potentiate: human OXTR potentiators, primary screen, fluorescence, CHO-OTR cells, Fluo-8 calcium; Oxytocin receptor (Homo sapiens), P30559; Fluo-8 calcium fluorescence, potentiator mode; 0% = oxytocin EC15, 100% = EC100; activation, % at 3 µM; 0.061% of 320,000 active; AID 2445, 2010;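 active = activation above that plate's cutoff, the mean activation of tested compounds plus 3 SD, cut at about 6.6% in these data, passing the limit was not always enough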;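 note: 100% uses oxytocin at 75 nM as the full agonist control; some results filed as inactive read as strong as hits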
Target sequence (P30559 whole entry, looked up): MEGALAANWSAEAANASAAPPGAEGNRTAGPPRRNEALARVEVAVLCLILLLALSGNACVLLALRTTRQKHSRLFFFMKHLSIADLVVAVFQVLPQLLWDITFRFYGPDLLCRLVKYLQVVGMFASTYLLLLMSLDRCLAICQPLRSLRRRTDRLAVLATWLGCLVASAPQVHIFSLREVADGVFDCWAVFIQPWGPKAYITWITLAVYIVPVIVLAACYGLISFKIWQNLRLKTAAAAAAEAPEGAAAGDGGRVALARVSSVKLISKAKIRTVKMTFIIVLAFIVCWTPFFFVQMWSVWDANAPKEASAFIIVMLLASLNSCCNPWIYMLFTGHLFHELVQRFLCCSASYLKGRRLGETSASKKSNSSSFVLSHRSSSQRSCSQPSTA
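Material: CHO-OTR cells, human receptor; compound dosing: single dose, 3.0 µM nominal final compound concentration; schedule: 6 min compound pre-incubation at room temperature, 100 s kinetic read; measured by: kinetic Fluo-8 calcium fluorescence; read-out basis: % activation vs EC15 and EC100 oxytocin; controls: EC15 oxytocin alone as 0%, 75 nM oxytocin as 100%; replicates: singlicate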
V1R ag counter: agonists of human V1a receptor, primary screen, counter-screen for OXTR agonist project, fluorescence, CHO-V1R cells; Fluo-8 calcium fluorescence, agonist mode; 0% DMSO, 100% 3 nM vasopressin; 0.25% of 320,000 active; Vasopressin V1a receptor (Homo sapiens), P37288; AID 2797, 2010; activation, % at 3 µM;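 active = activation above the mean activation of all tested compounds plus 3 SD, per screening run, cut at about 20% in these data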;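 note: signal is peak over basal fluorescence ratio across a 100 second FLIPR read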
Target sequence (P37288 whole entry, looked up): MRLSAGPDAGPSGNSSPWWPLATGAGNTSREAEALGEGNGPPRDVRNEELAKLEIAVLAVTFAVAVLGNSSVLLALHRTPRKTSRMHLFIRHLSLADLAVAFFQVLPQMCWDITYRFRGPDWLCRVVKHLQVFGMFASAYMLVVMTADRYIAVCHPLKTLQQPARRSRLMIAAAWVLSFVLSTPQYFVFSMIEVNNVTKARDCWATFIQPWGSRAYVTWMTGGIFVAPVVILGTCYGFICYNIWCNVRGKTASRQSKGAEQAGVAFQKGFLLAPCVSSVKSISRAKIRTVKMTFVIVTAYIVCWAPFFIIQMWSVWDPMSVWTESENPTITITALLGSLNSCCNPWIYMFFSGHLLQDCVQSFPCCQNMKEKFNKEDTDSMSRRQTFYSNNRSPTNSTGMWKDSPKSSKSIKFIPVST
CHO-K1 Ca ag: counter-screen for M1 agonists: effect in parental CHO-K1 cells; Fluo-8 calcium fluorescence; scaled to maximal ATP response, vehicle zero; activation, % at 3 µM; 0.48% of 360,000 active; in the data active = activation above about 15%;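 note: untransfected CHO-K1 host cells lacking M1 receptor as counterscreen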
TAAR1 agonist: human TAAR1 agonists, primary screen, Fluo-8 calcium fluorescence, CHO RD-HGA16 cells; 0.99% of 360,000 active; vehicle wells 0%, saturating PEA agonist 100%; activation, % at 3 µM; Trace amine-associated receptor 1 (Homo sapiens), Q96RJ0;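 active = activation above the mean activation of all test compounds in the run plus 3 SD, cut at about 38% in these data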
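System: CHO-derived RD-HGA16 cells with stable Gα16 and human TAAR1 / Times: 17-24 h plating, Fluo-8 75 min 37 °C, 30 min RT / Technique: calcium-sensitive Fluo-8 signal, excitation 470-495, emission 515-575 nm / Measure: % activation relative to PEA EC100 response / Benchmarks: DMSO and PEA EC100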
Numbers without * were called inactive; . = no result given; & = joins results of further samples.

Second line of a record – CHO parental Ca, TAAR1 antag, CHO-K1 Ca antag, CHRM1 agonist, M1 PAM parental, OXTR potentiate, V1R ag counter, CHO-K1 Ca ag, TAAR1 agonist
[1] O=C(NCc1ccccc1)c1ccc(S(=O)(=O)NCc2ccco2)cc1
  10, 6, -5, 0, 0, -8, 2.8, 1.6, 1
[2] O=C(O)c1cccc(NC(=O)c2cc(NC(=O)c3ccccc3)cc(NC(=O)c3ccccc3)c2)c1
  -5, -8, -13, 3, 13, 3, 1.0, 0.5, 4
[3] O=C(Nc1nc(-c2ccccc2)cs1)c1ccc2c(c1)S(=O)(=O)c1ccccc1C2=O
  -10, -4, -12, -4, 25, -4, 1.1, 0.9, 1
[4] COc1ccccc1CC(=O)Nc1cc(S(=O)(=O)N2CCOCC2)ccc1N1CCOCC1
  -16, 10, -14, -4, 6, -2, 0.5, 1.0, 4
[5] O=C(CN1C(=O)NC2(CCCCCC2)C1=O)N1CCN(S(=O)(=O)c2ccc(Cl)cc2)CC1
  -13, -13, -23, -6, 23, 0, 1.6, 3.0, 1
[6] COc1cccc(/C=N/NC(=O)C(=O)N2CCCC2)c1
  2, -19, -6, -3, 8, -6, 0.0, 0.2, 1
[7] CCN(CC)C(=O)C1CCN(S(=O)(=O)c2ccc3c(c2)CCCN3C(=O)C2CCC2)CC1
  -16, -16, -15, -2, 13, -12, 3.7, 6.1, 3
[8] COc1ccc(S(=O)(=O)Nc2ccc(NC(C)=O)cc2)cc1Cl
  -5, -7, 6, -4, 11, -10, 0.6, 0.3, 8
[9] O=S(=O)(NC1CCCCC1N1CCN(c2cccc(Cl)c2)CC1)c1ccccc1 (configuration not stated)
  -37, ., -28, -5, 27, -7, 0.4, 0.7, .
[10] CC(C(=O)Nc1ccc(F)c(F)c1F)N1CCCCCC1 (configuration not stated)
  -7, -36, -10, -6, 19, 1, 1.2, 0.1, 4
[11] CCNC(=O)C1(C)CCCN(Cc2ccc(-n3ccnc3)cc2)C1 (configuration not stated)
  ., -17, -5, -7, 15, ., ., 0.8, 0
[12] N#Cc1ccccc1OCC(=O)OCC(=O)N1CCN(C(=O)c2ccco2)CC1
  -13, 22, -8, -3, 7, -3, -0.1, 0.3, 0
[13] CCOC(=O)C1CCCN(C(=O)c2ccc3[nH]c4c(c3c2)CC(C)CC4)C1 (configuration not stated)
  -28, -23, 9, 2, 0, -5, 1.8, 0.6, 2
[14] COc1ccc(NC(=O)CN(c2ccc(OC)cc2)S(=O)(=O)c2c(C)nn(C)c2C)cc1
  -21, -2, 6, -2, -3, -12, 2.7, 2.1, 1
[15] CN(C)CCCN(C(=O)c1cc2ccccc2oc1=O)c1nc2c(F)cccc2s1
  -7, 5, -2, -10, 7, 3, 2.6, 0.2, 1

(list continues)
Second line of a record – CHO parental Ca, TAAR1 antag, CHO-K1 Ca antag, CHRM1 agonist, M1 PAM parental, OXTR potentiate, V1R ag counter, CHO-K1 Ca ag, TAAR1 agonist
[16] O=C(COc1ccc(F)cc1Cl)Nc1cccc(S(=O)(=O)N2CCCC2)c1
  30, 14, 0, -4, -7, -8, 8.2, 1.2, 4
[17] Cc1ccc(CN2C(=O)c3ccccc3C2C(=O)NCc2cccnc2)cc1 (configuration not stated)
  -13, 3, -9, -4, 16, -3, 0.8, 0.1, 0
[18] CCOC(=O)NN=C1CCC(c2ccccc2)CC1 (configuration not stated)
  ., -16, 1, 2, -13, ., ., -0.1, -1
[19] O=C(NCc1nc2ccccc2[nH]1)C1=C[C@@H](c2ccc(Br)cc2)C[C@@H](OCCCCO)O1
  -18, 25, -3, -4, 6, -13, 3.8, 0.2, 7
[20] Cc1c(CNC(=O)c2cnn3c2NC(c2ccc(Br)cc2)CC3C(F)(F)F)cnn1C (configuration not stated)
  -24, -8, -2, -5, 14, -7, 2.4, 3.0, 0
[21] Cc1cc(NC(=O)/C=C/C(=O)N(c2ccccc2C)C(C(=O)NC2CCCC2)c2ccc(F)cc2)no1 (configuration not stated)
  -33, 19, -21, -4, -11, -12, -0.3, 0.7, 15
[22] O=S(=O)(Cc1ccccc1)N1CCN(Cc2ccc(Br)cc2)CC1
  -9, -17, -11, -2, 3, -16, 3.0, 4.6, -1
[23] O=c1c2c3n(c(=O)nc2[nH]n1-c1ccccc1)CCCCC3
  -9, -4, -5, -2, 21, -12, -0.5, 0.3, -2
[24] NCCCCCc1nnc(SCC(N)=O)o1
  -6, 2, 6, -2, -14, -6, 0.6, 0.2, 0
[25] CC(C)c1ccc(C(=O)CC2(O)C(=O)N(CN3CCOCC3)c3ccccc32)cc1 (configuration not stated)
  -19, 2, -5, 0, 13, -9, 1.6, 0.0, 15
[26] COc1ccc(OC)c(-c2nc(CN(C)C(C)c3ccncn3)c(C)o2)c1 (configuration not stated)
  -20, 7, 3, -10, 13, 2, 0.0, 0.6, 6
[27] Cc1sc2nc(COC(=O)c3c(F)cccc3F)[nH]c(=O)c2c1C
  -16, 10, -9, -4, 20, -5, -0.3, 0.9, 3
[28] CCC(C(=O)OCC(=O)C1(O)CCC2C3CCC4=CC(=O)CCC4(C)C3C(O)CC21C)C(C)C (configuration not stated)
  ., 62*, -15, -2, -1, ., ., 3.7, 14
[29] Cc1cc(C)n(CC(O)CN(c2cccc([N+](=O)[O-])c2)S(=O)(=O)c2ccccc2)n1 (configuration not stated)
  -16, ., -10, -13, 16, -10, -0.1, 0.8, .
[30] O=S(=O)(Nc1ccc(-c2cn3ccccc3n2)cc1)c1ccccc1
  -8, 0, -1, -2, 2, -10, 9.1, 0.4, 3

Later entries.
Second line of a record – CHO parental Ca, TAAR1 antag, CHO-K1 Ca antag, CHRM1 agonist, M1 PAM parental, OXTR potentiate, V1R ag counter, CHO-K1 Ca ag, TAAR1 agonist
[31] Cn1cc([C@@H]2C[C@H]3CN(Cc4cccc(Cl)c4)C(=O)[C@]34CCCN24)c(-c2ccccc2)n1
  -24, 0, -17, -8, 18, -27, -0.4, 0.5, 6
[32] O=C(C1CCCN1C(=O)c1cccs1)N1CCc2ccccc21 (configuration not stated)
  -13, -20, -6, -3, 18, -7, -1.2, -0.5, 2
[33] CC(C)(C)c1cc(/C=N/NC(=O)Cc2nc3ccccc3[nH]2)cc(C(C)(C)C)c1O
  -22, -3, -12, -4, 19, -9, 0.1, -0.1, 0
[34] CCOC(=O)c1sc(-c2ccccc2)cc1NC(=O)Nc1ccc([N+](=O)[O-])cc1
  0, -8, -6, -7, 4, -11, 0.2, -0.1, 6
[35] CCN(CC(=O)Nc1c(F)cccc1F)C(=O)c1ccc(C)c(S(=O)(=O)N2CCCCC2)c1
  -18, ., -6, -4, 3, -3, -0.2, 1.4, .
[36] Cc1c(-c2ccccc2)nc2ccccc2c1C(=O)OCC(=O)Nc1ncc(C(F)(F)F)cc1Cl
  -25, 53*, -3, -5, 16, -1, 1.1, 1.8, 5
[37] Cc1cccc(NS(=O)(=O)c2cc3c(cc2C)n(C)c(=O)c(=O)n3C)c1
  -2, 4, -2, -1, 16, -5, 0.3, 0.5, 3
[38] Cc1ccc(S(=O)(=O)NCc2ccncc2)c(C)c1C
  41*, 4, 17, -2, 6, -15, 11, 8.4, 4
[39] Cc1cccc(NCC(=O)N/N=C\c2ccccn2)c1
  -8, -11, -7, -9, -7, -5, -1.0, 0.9, 11
[40] Cc1ccc2c(C)nc(/N=C(\N)NC(=O)N3c4ccccc4Sc4ccccc43)nc2c1
  -7, -16&-10, 3&-1, 1&-6, -19&16, -3, -0.4, 0.0&-0.1, 1&0
[41] COc1ccc(OC)c(N(CC(=O)N2CCN(Cc3ccccc3)CC2)S(C)(=O)=O)c1
  2, 8, 3, -8, -11, -3, -0.7, -0.4, 0
[42] CCOC(=O)C(C)/C(C)=N/NC(N)=S (configuration not stated)
  4, 0, -5, -5, 12, 7, -0.2, 0.2, 4
[43] COC(=O)c1ccc(OC(=O)c2ccc(OC)c(OC)c2)c(OC)c1
  -29, 4, -3, -3, 9, -14, 3.1, 1.4, 9
[44] NS(=O)(=O)c1ccc(-n2nc(C(=O)O)cc2-c2ccc(Cl)cc2)cc1
  -6, 3, 3, -6, -8, -8, 0.0, 0.2, 5
[45] CC1CCCN(C(=O)CSc2nnc(-c3ccco3)n2C)C1 (configuration not stated)
  -11, 11, 5, -5, -18, -5, -0.7, 0.0, 0

Other entries.
Second line of a record – CHO parental Ca, TAAR1 antag, CHO-K1 Ca antag, CHRM1 agonist, M1 PAM parental, OXTR potentiate, V1R ag counter, CHO-K1 Ca ag, TAAR1 agonist
[46] CCOC(O)[C@H]1N[C@@H](c2ccc(Cl)cc2)[C@@H]([N+](=O)[O-])[C@@H]1c1ccccc1 (some centres not stated)
  -29, -19, 0, -7, 20, -6, -0.6, 0.3, 3
[47] O=C(Nc1ccccc1)c1ccc(OC(=O)c2cc3ccccc3o2)cc1
  4, 14, -31, -2, 24, 1, 1.0, 0.2, 3
[48] NS(=O)(=O)c1cccc(NC(=O)Cn2nc(C(=O)O)c3ccccc3c2=O)c1
  -1, 9, -1, -3, 6, -8, 0.5, -0.5, -5
[49] CC(C)(C)S(=O)(=O)/C(C#N)=N/Nc1ccc(S(C)(=O)=O)cc1
  6, 8, 4, -6, 0, -13, 0.1, -0.4, 4
[50] CCOC(=O)c1ccc(N2CCN(c3cc(C)ccc3C)CC2)c(N)c1
  -25, -10, -20, -8, -19, -12, -1.1, 1.1, 3
[51] C=CCOc1ccc(/C=C/C(C)=N\O)cc1
  -1, 1, -1, -6, 8, -1, 6.7, 0.2, 0
[52] CC(O)(c1cccnc1)c1nc(-c2cccc(C#N)c2)cs1 (configuration not stated)
  ., -4, -9, 4, 15, ., ., 2.7, 1
